aSyn yeast rescue – qHTS of alpha-syn Inhibitors: NCGC Sytravon Library Screen. S. cerevisiae alpha-synuclein toxicity rescue, BacTiter-Glo growth, 24 h. Potency, µM (top dose mostly 46.1 µM), without a hit: top-dose growth rescue (activation), actives largely listed as activators. 94,000 compounds, 0.02% hits. AID 1347070, 2019; active = well fitted activation curve with a large enough effect; inconclusive = small, poorly fitted or top-dose-only effect; note: 0% is about no effect
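Growth restoration measured by BacTiter-Glo luminescence after 24 hr at 30 deg C; alpha-synuclein yeast, raffinose-pregrown to mid-log, were added at OD600=0.02 in galactose medium onto pinned compounds.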
Numbers without * were called inactive; u = inconclusive. Potency is the fitted concentration of half-maximal effect. The list is partial; rates above refer to the full screens.

SMILES | aSyn yeast rescue
CCN1C(=O)[C@H]2[C@@H](c3ccc(OC)cc3)N[C@]3(CCCN(CC4CCCCC4)C3=O)[C@H]2C1=O | -3.9%
COC(=O)c1c(C)oc2ccc(N(C(=O)c3ccncc3)S(=O)(=O)c3ccc(Br)cc3)cc12 | -13.6%
C=C(C)c1cccc(C(C)(C)NC(=O)N(C)C2CCN(C)CC2)c1 | -14.0%
CCOC(=O)Cn1c(=O)n(CC2CCCO2)c2nc(-c3ccccc3)nc(C(N)=O)c21 (stereo unspecified) | 4.7%
O=[N+]([O-])c1ccc(N2CCOCC2)cc1NCCCO | 0.6%
Cc1ccc2c(c1)cc1c(=O)n(CC(=O)N(C)c3ccccc3)nc(C)n12 | 7.3%
CCOc1ccc(C(=O)N2CC(=O)Nc3ccc(C)cc3C2c2ccc(F)cc2)cc1OCC (stereo unspecified) | -1.9%
O=C(COC(=O)c1nc(Cl)ccc1Cl)NCCc1ccccc1 | -6.4%
Cc1nc2ccccc2nc1OCC(=O)Nc1ccc(F)cc1 | -3.3%
CCOc1ccc(Sc2cc(C(=O)NCc3ccc(F)cc3)c3ccccc3n2)cc1 | -8.6%
Cc1ccc(-c2cc(NC(=O)c3cccc(C)c3)on2)cc1 | -10.2%
Cc1nc2ccccn2c(=O)c1NC(=O)c1ccc(Br)o1 | -4.2%
O=C(O)CN1C2=NCCCN2c2ccccc21 | 3.6%
CCc1c(C)sc2c1CCN(C(=O)Nc1cc(C)cc(C)c1)C2c1ccccc1 (stereo unspecified) | 8.9%
CCn1c(=O)c2cc(C(=O)NCCCN(C)Cc3ccccc3)sc2c2ccccc21 | -1.3%

Reprinted from the part before: six compounds; new compounds follow.
SMILES | aSyn yeast rescue
CCOc1ccc(Sc2cc(C(=O)NCc3ccc(F)cc3)c3ccccc3n2)cc1 | -8.6%
Cc1ccc(-c2cc(NC(=O)c3cccc(C)c3)on2)cc1 | -10.2%
Cc1nc2ccccn2c(=O)c1NC(=O)c1ccc(Br)o1 | -4.2%
O=C(O)CN1C2=NCCCN2c2ccccc21 | 3.6%
CCc1c(C)sc2c1CCN(C(=O)Nc1cc(C)cc(C)c1)C2c1ccccc1 (stereo unspecified) | 8.9%
CCn1c(=O)c2cc(C(=O)NCCCN(C)Cc3ccccc3)sc2c2ccccc21 | -1.3%
COc1ccc2c(c1)-c1nc(NC(=O)c3ccc(OC)c(Br)c3)sc1CC2 | -10.6%
CCc1cccc(C)c1NC(=O)C1CCN(S(=O)(=O)Cc2ccccc2)CC1 | -6.0%
CC(=O)Nc1ccc(NC(=O)C/C(C)=N/NC(=O)C(=O)Nc2ccc(C)c(Cl)c2)cc1 | -1.2%
CCOC(=O)c1ccc(NC(=O)CCc2c(C)nc3nc[nH]n3c2=O)cc1 | -3.4%
COc1ccc(-c2nc3ccccc3s2)cc1NC(=O)c1ccccc1OC | -4.6%
C/C(=N\NC(=O)c1nnn(-c2nonc2N)c1C(C)C)c1ccncc1 | -2.0%
O=C(O)CN1CCN(Cc2cccc(Cl)c2)C1=O | 8.2%
CCn1c(=O)c(C(=O)NNC(=O)c2ccccc2)c(O)c2ccccc21 | -26.1%
Cc1cc(SCC(=O)NCc2ccccc2Cl)nc(=O)[nH]1 | 2.3%
Cc1nc(SCCOc2ccc(Cl)cc2)[nH]c(=O)c1Cc1ccccc1 | -1.0%
COc1cccc(CNC(=O)c2cccc(NC(=O)c3nsc4ccccc34)c2)c1 | -12.5%
COc1ccc(NC(=O)CN2C(=O)COc3ccc(S(=O)(=O)N4CCCCC4)cc32)cc1Cl | 2.1%
CCCCCC(=O)N1C[C@@H](n2cc(C3CC3)nn2)[C@H](O)C[C@@H]1c1ccc(OC)cc1 | -1.2%
Cc1cc(Br)cc(C)c1NC(=O)c1sc2ncn(Cc3cccc(F)c3)c(=O)c2c1C | 6.4%
CCC(=O)N=c1sc2c(C)cc(C)cc2n1CC(=O)OC | -3.4%

The last 3 records of the part before open the next one.
SMILES | aSyn yeast rescue
CCCCCC(=O)N1C[C@@H](n2cc(C3CC3)nn2)[C@H](O)C[C@@H]1c1ccc(OC)cc1 | -1.2%
Cc1cc(Br)cc(C)c1NC(=O)c1sc2ncn(Cc3cccc(F)c3)c(=O)c2c1C | 6.4%
CCC(=O)N=c1sc2c(C)cc(C)cc2n1CC(=O)OC | -3.4%
O=C(CCN1CCN(c2ccccc2)CC1)Nc1cccc(Br)c1 | 3.6%
Cc1cc(C)c(OCCOCCn2c(-c3ccc(Cl)cc3)nc3ccccc3c2=O)c(C)c1 | 3.3%
C=CCNC(=O)CN1C(=O)NC(C)(c2ccc(OC)cc2)C1=O (stereo unspecified) | -5.2%
COc1cc(NS(=O)(=O)c2ccc(NC(=O)COc3ccc(Cl)cc3Cl)cc2)nc(OC)n1 | 1.5%
CCSc1nc2c(c(=O)[nH]c(=O)n2C)n1CC(O)COc1ccc(Cl)cc1 (stereo unspecified) | -10.0%
CCC1(c2ccc(Cl)cc2)NC(=O)N(CC(=O)NC2CCCC(C)C2C)C1=O (stereo unspecified) | 10.0%
CCC(C(=O)Nc1ccc(C)c(Cl)c1)n1c(=O)c(-c2ccccc2NC(C)=O)nc2ccccc21 (stereo unspecified) | 3.3%
O=C(NCCNC(=O)c1ccccn1)c1ccc(F)cc1 | 0.0%
COC(=O)C1=C(C)N(C(C)C)C(=O)C1(NC(=O)c1ccccc1OC)C(F)(F)F (stereo unspecified) | 5.1%
O=C(COc1ncnc2ccccc12)c1ccc(Cl)cc1 | 0.1%
CCn1cc(C(=O)N2CCN(c3ccccc3F)CC2)c(=O)c2cc(S(=O)(=O)N(C)C)ccc21 | -8.8%
Cc1cc(NC(=O)CCC(=O)N(c2cccc(F)c2)C(C(=O)NC2CCCC2)c2ccccc2)no1 (stereo unspecified) | 0.7%
CCOc1ccc(CNC(=O)c2ccc3oc(=O)n(Cc4ccccc4)c3c2)cc1 | 3.6%
Cc1ccc(-c2c(C(=O)NCc3ccccc3)oc(=O)c3ccccc23)cc1 | -5.2%
Cc1ccc(CSc2nc3ccsc3c(=O)n2CCC(C)C)cc1 | 2.7%
CCc1sc(C(=O)Nc2ncccc2C)cc1C | 5.8%
Cc1ccn2cc(CCNS(=O)(=O)c3ccc4c(c3)CCCC4)nc2c1 | -0.1%
OCCC1CN(Cc2cnc(-c3ccc(Cl)cc3)nc2)CCN1C1CCCC1 (stereo unspecified) | -0.6%
O=C(COc1ccccc1F)Nc1ccc2nc(SCCOc3ccccc3)sc2c1 | -6.2%
COc1ccc2cc(C3C(C#N)=C(N)OC(C)=C3C(C)=O)c(Cl)nc2c1 (stereo unspecified) | 9.5%
CC(C)c1cc(-c2nc(-c3ccc(Cl)cc3)no2)n[nH]1 | -8.6%
CC(=O)Nc1ccc(NC(=O)CCC(=O)c2ccc(C)cc2)cc1 | -10.9%
CC(=O)c1cc2c(cc1N/C(=N/S(=O)(=O)c1ccc(F)cc1)c1ccccc1)OCO2 | -14.1%
COc1cc(C(CC(=O)Nc2cc(C)ccn2)N2Cc3ccccc3C2=O)cc(OC)c1OC (stereo unspecified) | 2.1%
COc1ccc(CCNC(=O)Cn2c(=O)cc(C(F)(F)F)c3c(C)nn(C)c32)cc1OC | 4.6%
c1ccc(-c2ccccc2OCCN2CCOCC2)cc1 | 9.9%
Oc1[nH]c2ccc(Br)cc2c1N=NC(=S)Nc1ccc(F)cc1 | -7.4%
O=C(COc1ccc2oc3c(c2c1)CCCC3)Nc1cccc(Br)c1 | -6.9%
COC(=O)Cn1c(=NC(=O)CSCC(=O)Nc2cc(C)on2)sc2cc(C(=O)OC)ccc21 | -0.2%
COc1ccc(S(=O)(=O)NCCc2nnc3ccc(SCC(=O)Nc4ccccc4C)nn23)cc1 | -4.4%

The last four compounds of the part before come first, to join the parts.
SMILES | aSyn yeast rescue
Oc1[nH]c2ccc(Br)cc2c1N=NC(=S)Nc1ccc(F)cc1 | -7.4%
O=C(COc1ccc2oc3c(c2c1)CCCC3)Nc1cccc(Br)c1 | -6.9%
COC(=O)Cn1c(=NC(=O)CSCC(=O)Nc2cc(C)on2)sc2cc(C(=O)OC)ccc21 | -0.2%
COc1ccc(S(=O)(=O)NCCc2nnc3ccc(SCC(=O)Nc4ccccc4C)nn23)cc1 | -4.4%
COC(=O)c1c(NC(=O)COc2ccc(OC)cc2)sc2c1CCC(C)C2 (stereo unspecified) | u
COc1ccc(C(=O)OCC(O)COC(=O)c2ccc(OC)cc2)cc1 | 15.0%
CCOc1ccc(NC(=O)c2ccc(NC(=O)N3CCSc4ncccc43)cc2)cc1 | -0.1%
Cc1cccc(NS(=O)(=O)c2cc3c(cc2C)NC(=O)CO3)c1 | -3.5%
Cc1ccc(/C=N/NC(=O)c2cc(C)oc2C)cc1 | -7.8%
O=C1NN(c2ccccc2)C(=O)/C1=C/c1ccc(Sc2cccc3ccccc23)o1 | -10.1%
O=C1NCCn2ccc(=O)cc21 | 12.5%
CC(C)C(=O)N1N=C(c2ccc(NS(C)(=O)=O)cc2)CC1c1cccs1 (stereo unspecified) | -1.8%
COc1ccccc1OCC(=O)Nc1cc(-c2ccc(C)cc2)no1 | -4.6%
COc1ccc(NC(=O)C2CCN(S(=O)(=O)c3ccc4c(c3)CCCC(=O)N4)CC2)c(OC)c1 | 3.4%
COc1ccc(OC)c(S(=O)(=O)N2CCC(c3ccncc3)CC2)c1 | -4.7%
CCOc1ccc(CCNC(=O)CCc2cn(Cc3ccc(F)cc3)c3ccccc23)cc1 | 2.3%
Cc1cccc(OCC(=O)N/N=C\c2cn(C)c3ccccc23)c1 | -9.0%
COc1ccc(S(=O)(=O)NN(C)C(=O)c2nn(-c3ccccc3)ccc2=O)cc1 | 5.7%
CCOC(=O)c1c(C)sc(-c2c(-c3ccccc3)[nH]c3[nH]c(=O)[nH]c(=O)c23)c1O | -9.2%
COC(=O)c1ccc(N=NNc2cccc(Br)c2)cc1 | -3.6%
O=C(O)CSc1ccn(Cc2ccccc2)c1 | 5.5%
Cc1nn(C)c(C)c1Nc1ccc(N2C(=O)C3C4C=CC(C4)C3C2=O)cc1[N+](=O)[O-] (stereo unspecified) | 0.6%
O=C(CN1C(=O)NC2(CCCC2)C1=O)N1CCN(Cc2ccccc2)CC1 | -5.4%
COc1ccc2c(c1)c(C(=O)O)c(C)n2-c1ccccc1 | 5.4%
CCc1ccccc1NNC(=O)CCc1ccccc1 | -1.7%
O=S(=O)(c1ccc(NC(=S)N2CCN(c3ccccc3F)CC2)cc1)N1CCOCC1 | 11.1%
O=C(COC(=O)c1cc(-c2cccs2)nc2ccccc12)c1ccc(Br)cc1 | 1.8%
Cc1csc2nc(O)c(C(=O)NCCN3CCOCC3)c(=O)n12 | 7.0%
c1ccc2occc2c1 | 5.3%
Cc1c(NC(=O)Cc2ccc(F)cc2)cccc1-c1nc2cccnc2s1 | -15.1%
O=C(CCl)N1CCN(S(=O)(=O)c2ccc3ccccc3c2)CC1 | -4.2%
COc1ccc(-c2cc(C(=O)NCc3ccc(F)cc3)c3c(-c4ccc(F)cc4)[nH]nc3n2)cc1OC | 1.0%
Cc1ccc(NC(=O)Cn2c(=O)n(CCC(=O)NCc3ccccc3Cl)c(=O)c3ccccc32)c(C)c1 | -11.5%
Cc1cc(C)cc(NC(=O)Nc2cc(-c3ccccc3)nn2C)c1 | 6.1%
Cc1ccccc1OCCC(=O)OCC(=O)Nc1c(C)nn(-c2ccccc2)c1C | -6.2%
CCOC(=O)C1CCCN(C(=O)c2cc(-c3ccccc3)nc3ccccc23)C1 (stereo unspecified) | -6.7%
O=C(NCc1ccc(Cl)cc1)C1CCN(S(=O)(=O)c2cccs2)CC1 | 4.6%
CC(=O)Nc1cccc(NC(=O)CSc2ccc(-c3sc(-c4ccccc4)nc3C)nn2)c1 | -4.1%
CC(=O)c1cccc(NC(=O)CSc2nnc(C(C)N(C)C)n2Cc2ccccc2)c1 (stereo unspecified) | 13.1%
CCCCSCCCNC(=O)c1cn(CC)c2ccc(S(=O)(=O)N(C)C3CCCCC3)cc2c1=O | -6.6%
O=C(NCCc1ccc(Cl)cc1)c1ccc2c(c1)N(Cc1ccc(Cl)cc1)C(=O)CS2 | 17.5%
O=C(Nc1cccc(NC(=O)c2cccc(Cl)c2)c1)c1cccnc1 | -0.5%
NC(=O)C1CC(=O)N(c2ccc(OCc3ccc(Cl)c(Cl)c3)cc2)C1 (stereo unspecified) | -6.1%
CCCN(CCC)C(=O)Cn1c(=O)n(-c2cccc(OC)c2)c(=O)c2c3c(sc21)CCCC3 | 4.2%
COc1nc(=O)n(C2C=CC(=O)O2)cc1F (stereo unspecified) | 2.1%
CCOC(=O)c1c(NC(=O)c2noc3c2CC(C(C)(C)C)CC3)sc2c1CCCC2 (stereo unspecified) | -7.8%
Cc1cccc(N=C2NC(=O)/C(=C/c3cccs3)S2)c1 | -4.0%
COc1ccc(S(=O)(=O)N(C)C)cc1NCC(=O)Nc1ccc(Br)c(C)c1 | 0.0%
COc1ccccc1N1CCN(CC(O)COc2ccc(Cl)c(C)c2)CC1 (stereo unspecified) | 5.5%
Cc1ccc(-n2ncc(C(=O)NCCCN3CCCCC3)c2C2CCN(C(=O)OC(C)(C)C)CC2)c(C)c1 | 1.0%
COc1cc(CN(C(=O)c2oc3ccccc3c2C)C2CCS(=O)(=O)C2)cc(OC)c1OC (stereo unspecified) | 0.3%
Cc1ccccc1-c1nc2c3c(-c4ccccc4)c(-c4ccccc4)oc3ncn2n1 | -3.9%
COc1ccc(-c2ccc3c(N)c(C(=O)NCc4ccc(Cl)cc4)sc3n2)cc1 | 1.7%
CCNC(=S)N1CCN(S(=O)(=O)c2ccc(C)cc2)CC1 | 1.9%
COc1cc(C2NC(=S)NC3=C2CCc2ccccc23)cc(OC)c1OC (stereo unspecified) | -3.4%
COc1ccc(OCC(=O)N2CCN(C(=O)c3cccc(OC)c3OC)CC2)cc1 | -3.7%
COc1ccc(C)cc1NC(=O)C1CCN(C(=O)c2ccco2)CC1 | -7.9%
CCOc1ccccc1NC(=O)Cn1ccn(-c2ccccc2)c(=O)c1=O | 4.1%
Cc1cccc(NC(=O)Nc2ccc(C)c(C)c2)n1 | -2.5%
Cc1ccc(-c2csc3nc[nH]c(=O)c23)cc1 | -13.3%
